Screens deposited in PubChem by several laboratories.
BioA inh: M. tuberculosis BioA enzyme inhibitors, primary screen, biochemical, plate reader, single point, HTS. 7,8-diaminopelargonic acid synthase BioA (Mycobacterium tuberculosis). purified M. tuberculosis BioA enzyme. inhibition, % at 9.99 µM. hit rate 0.096% among 360,000. AID 602481, 2012; in the data active = inhibition above about 40%
FadD28 binding: inhibitors of FadD28 bisubstrate probe binding, primary screen, biochemical, fluorescence polarization, single point; inhibition, % at 12.5 µM; hit rate 0.22% among 360,000; AID 588549, 2011; in the data active = inhibition above about 8.5%, passing the limit was not always enough
UGM FP inh: M. tuberculosis UGM enzyme inhibitors, primary screen, biochemical, fluorescence polarization, single point. inhibition, % at 10 µM. UDP-galactopyranose mutase (Mycobacterium tuberculosis (strain ATCC 25618 / H37Rv)), …. hit rate 0.06% among 320,000. purified UGM, fluorescence polarization probe displacement; in the data active = inhibition above about 10%, passing the limit was not always enough
Target sequence (P9WIQ1 whole entry, looked up): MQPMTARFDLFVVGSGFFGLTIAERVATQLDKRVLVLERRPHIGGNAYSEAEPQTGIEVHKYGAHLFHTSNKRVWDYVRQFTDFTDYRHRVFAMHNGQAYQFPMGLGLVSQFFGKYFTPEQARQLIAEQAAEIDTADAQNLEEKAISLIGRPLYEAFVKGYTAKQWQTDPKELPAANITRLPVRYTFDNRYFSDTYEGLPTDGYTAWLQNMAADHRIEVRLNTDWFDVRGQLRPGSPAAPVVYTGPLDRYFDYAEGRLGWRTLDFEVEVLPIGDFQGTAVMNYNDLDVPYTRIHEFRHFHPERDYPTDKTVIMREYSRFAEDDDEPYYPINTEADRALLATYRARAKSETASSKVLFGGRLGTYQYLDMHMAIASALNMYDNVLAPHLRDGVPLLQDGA
PrPC surface inh: inhibitors of human cell surface prion protein PrPC, primary screen, cell-based, TR-FRET; inhibition, % at 13.8 µM; AID 720596, 2013; Major prion protein (Homo sapiens), P04156; TR-FRET read-out; hit rate 0.43% among 370,000; in the data active = inhibition above about 24%; also: 0% = median of the test wells and 100% = reference compound wells
Rv3671c inh: Rv3671c serine protease inhibitors, primary screen, biochemical, fluorescence polarization, M. tuberculosis H37Rv | AID 2606, 2010 | hit rate 0.048% among 320,000 | P9WHR9 | inhibition, % at 5.96 µM; in the data active = inhibition above about 38%;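 also: extracellular domain of Rv3671c used as enzyme; 0% = enzyme with DMSO and 100% = no enzyme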
Mtb FBA inh: Mtb FBA enzyme inhibitors, primary screen, biochemical, fluorescence, strain H37Rv; Fructose-bisphosphate aldolase (Mycobacterium tuberculosis (strain ATCC 25618 / H37Rv)), …; purified M. tuberculosis FBA, fluorescence read-out; inhibition, % at 1 µM; hit rate 2.3% among 360,000; in the data active = inhibition above about 27%;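 also: 0% = vehicle and 100% = reference inhibitor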
Target sequence (P9WQA3 whole entry, looked up): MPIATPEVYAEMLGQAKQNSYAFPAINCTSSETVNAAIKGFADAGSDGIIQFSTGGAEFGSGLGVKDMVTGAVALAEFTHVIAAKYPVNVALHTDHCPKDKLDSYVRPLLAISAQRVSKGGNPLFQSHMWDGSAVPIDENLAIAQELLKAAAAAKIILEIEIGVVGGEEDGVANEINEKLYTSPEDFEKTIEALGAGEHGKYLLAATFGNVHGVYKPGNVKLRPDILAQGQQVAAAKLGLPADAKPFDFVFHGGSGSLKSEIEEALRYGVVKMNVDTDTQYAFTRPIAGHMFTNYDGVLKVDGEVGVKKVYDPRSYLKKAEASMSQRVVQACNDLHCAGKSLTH
MazEF act: activators of E. coli MazEF toxin-antitoxin RNase, primary screen, biochemical, fluorescence, uHTS; activation, % at 20 µM; hit rate 0.32% among 350,000; FAM/BHQ RNA-DNA oligo cleavage fluorescence, 5 h; Endoribonuclease toxin MazF (Escherichia coli (strain K12)), P0AE70; AID 504720, 2011; in the data active = activation above about 50%
Target sequence (P0AE70 whole entry, looked up): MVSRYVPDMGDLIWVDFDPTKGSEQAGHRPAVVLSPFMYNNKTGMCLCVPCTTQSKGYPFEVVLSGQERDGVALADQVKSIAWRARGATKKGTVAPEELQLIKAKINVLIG
GDH-TPI counter: GDH-TPI coupling enzyme inhibitors, primary screen, artefact control for M. tuberculosis FBA inhibitor project, biochemical, absorbance, full deck; GDH-TPI coupled enzyme counterscreen, NADH absorbance; inhibition, % at 4.8 µM; hit rate 1.2% among 360,000; AID 588335, 2011; in the data active = inhibition above about 30%;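 also: 0% = DMSO wells and 100% = wells lacking the enzyme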
BoNT F protease: BoNT/F light chain protease inhibitors, primary screen, biochemical, flow cytometry, MLPCN library; inhibition, % at 10 µM; AID 588497, 2011; Multiplex microsphere protease cleavage assay; hit rate 0.22% among 360,000; Botulinum neurotoxin type F light chain protease (Clostridium botulinum); in the data active = inhibition above about 35%, passing the limit was not always enough; also: plate controls were buffer without enzyme for full effect and enzyme alone for no effect
Numbers without * were called inactive; . = no result given.

SMILES | BioA inh | FadD28 binding | UGM FP inh | PrPC surface inh | Rv3671c inh | Mtb FBA inh | MazEF act | GDH-TPI counter | BoNT F protease
COc1ccc(C2=NOC(Cn3nc(C(=O)O)cc3-c3ccccc3)C2)cc1 (stereo not given) | 1.7 | -2.7 | 3.2 | -2 | -3 | 3 | -2 | 14 | -7
COC(=O)/C(C#N)=C/c1ccc(OC(=O)c2ccccn2)cc1 | . | -2.7 | -1.3 | 7 | -19 | -8 | -5 | 2 | 4
CCn1cc(CN2CCc3c([nH]c4ccccc34)C2c2cccc(O)c2)c(C)n1 (stereo not given) | 13 | -0.1 | -1.6 | -7 | 3 | 4 | 8 | 7 | -5
OC(Cn1c2ccccc2c2ccccc21)C[n+]1cccc2ccccc21 (stereo not given) | 1.7 | -1.8 | -1.4 | -32 | 4 | -1 | 51* | 21 | -19
CC(C(=O)c1c[nH]c2ccccc12)N1CCc2ccccc2C1 (stereo not given) | -0.1 | -2.9 | -1.9 | -3 | -4 | -2 | -3 | 15 | 5
CC(C)c1cccc(C(C)C)c1NC(=O)COC(=O)C1CCC1 | . | -2.4 | -1.0 | 0 | -1 | 0 | 8 | 1 | -8
Cc1ccc(/C=C(\C#N)C(=O)NC(C)c2ccccc2)o1 (stereo not given) | -0.9 | 0.7 | -0.2 | -1 | -2 | 1 | -7 | 33* | 10
COc1ccc(OC)c(NC(=O)[C@@H]2CCCN2C(=O)c2cccs2)c1 | . | -2.2 | 0.1 | . | 0 | 0 | -6 | 3 | -3
CCCCc1nnc(NC(=O)Cc2ccc(S(=O)(=O)N3CCOCC3)s2)s1 | -1.6 | 0.5 | 0.1 | 2 | 6 | -2 | 6 | -1 | .
O=C(Cc1ccccc1F)NCC1(N2CCOCC2)CCCCC1 | . | -2.3 | -2.1 | 5 | -2 | 2 | 3 | 15 | 0
O=C(NCc1ccc(F)cc1)C(=O)Nc1nc(C23CC4CC(CC(C4)C2)C3)cs1 | . | -0.7 | -1.1 | -6 | -5 | -5 | 15 | 3 | -9
CCOC(=O)C1NN=C(C(=O)c2ccccc2)C1c1ccc(OC)cc1 (stereo not given) | . | -3.5 | -1.4 | 6 | 2 | 3 | -9 | 1 | 0
CC(=O)c1ccc2c(c1)N(Cc1ccc3ccccc3c1)C(=O)C(C)S2 (stereo not given) | -1.1 | -3.6 | . | -2 | . | -2 | . | 1 | -4
CCOC(=O)C(C)NC(=O)CCc1nnc2ccc(N3CCC(C)CC3)nn12 (stereo not given) | 2.6 | -1.1 | -2.5 | 2 | 4 | -5 | -6 | -6 | 37*
COc1ccc(-n2c(Cc3cccn3C)nnc2SCC(=O)NCc2ccco2)cc1 | 3.9 | -1.2 | -0.8 | -10 | -9 | 6 | -10 | 11 | 3
Cc1ccccc1C(=O)OCc1cnc(Cl)s1 | -0.8 | -1.4 | -1.2 | 1 | 4 | 2 | 1 | 1 | -4

Single records, as listed above. Order of screens: BioA inh, FadD28 binding, UGM FP inh, PrPC surface inh, Rv3671c inh, Mtb FBA inh, MazEF act, GDH-TPI counter, BoNT F protease
`CC(=O)c1ccc2c(c1)N(Cc1ccc3ccccc3c1)C(=O)C(C)S2` (stereo not given) in the list: -1.1, -3.6, ., -2, ., -2, ., 1, -4
`O=C(NCc1ccc(F)cc1)C(=O)Nc1nc(C23CC4CC(CC(C4)C2)C3)cs1` in the list: ., -0.7, -1.1, -6, -5, -5, 15, 3, -9
`COc1ccc(-n2c(Cc3cccn3C)nnc2SCC(=O)NCc2ccco2)cc1` in the list: 3.9, -1.2, -0.8, -10, -9, 6, -10, 11, 3

(cont.)
SMILES | BioA inh | FadD28 binding | UGM FP inh | PrPC surface inh | Rv3671c inh | Mtb FBA inh | MazEF act | GDH-TPI counter | BoNT F protease
CN(CC(=O)N1CCN(c2ccccc2)CC1)S(=O)(=O)c1cccs1 | . | -1.4 | -0.4 | 3 | -2 | 0 | 0 | 4 | 2
O=C(Nc1ccccc1C(F)(F)F)c1ccccn1 | . | -3.8 | 0.9 | 2 | 4 | 2 | 9 | 2 | -2
CCc1nc(SCC(=O)NC2CC2)c2c(C)c(C)sc2n1 | -2.3 | -2.7 | 1.9 | 9 | 13 | 2 | 3 | 7 | 7
CC(C)Cc1cc(C(=O)Nc2ccccc2)c2ccccc2n1 | 0.9 | -1.6 | -1.7 | -14 | -3 | 2 | -23 | 7 | 43*
CC(OC(=O)c1ccccc1)C(=O)NCc1ccco1 (stereo not given) | -1.3 | 0.6 | 4.3 | 7 | -3 | -1 | 0 | 0 | .
CSCCC(NC(=O)c1cccc([N+](=O)[O-])c1)c1nc2ccccc2[nH]1 (stereo not given) | 2.4 | -3.0 | 1.4 | -17 | -9 | 1 | 15 | 7 | 2
O=C(CCNS(=O)(=O)c1ccccc1)N1CCC(Cc2ccccc2)CC1 | 1.6 | -5.6 | -2.8 | 2 | -4 | -1 | -1 | -6 | -4
CCCCN(CC)CCCNC(=O)c1cn(C)c2ccc(S(=O)(=O)N(C)C3CCCCC3)cc2c1=O | 3.2 | -0.8 | 1.7 | -5 | 0 | 0 | 7 | 9 | -1
CN(Cc1ccccc1)C(=O)c1[nH]cnc1C(=O)Nc1ccc(Cl)cc1 | 0.3 | -3.5 | -1.2 | 1 | -12 | -2 | 5 | -4 | -14
CCNC(=O)c1ccccc1SCC(=O)Nc1ccc(F)cc1 | -0.4 | -0.3 | 2.2 | 2 | -11 | 1 | 6 | 4 | -2
CCc1cc(-c2nnn(CCC3COCCO3)c2CC)cc(CC)c1-c1cn(Cc2ccc3ccccc3c2)nn1 (stereo not given) | . | -1.5 | . | 6 | . | -1 | -4 | 4 | -10
O=S(=O)(Cc1ccccc1)Nc1cccc(Br)c1 | . | -4.4 | -0.4 | 1 | . | -3 | 2 | -7 | 8
CC(=C1C(=O)c2ccccc2C1=O)N1CCN(Cc2ccccc2)CC1 | 0.9 | -3.8 | -2.4 | -4 | -7 | -4 | 0 | -7 | 5
CN(C(=O)COC(=O)CSc1ccc(C(N)=O)cc1[N+](=O)[O-])C1CCCCC1 | 8.3 | 0.3 | -2.2 | -29 | -4 | 1 | 2 | 4 | 8
COc1ccc(-n2nnnc2SCC(=O)NCc2cccs2)cc1 | . | -4.8 | 1.8 | -2 | 0 | 0 | 3 | -7 | -4
CC(=O)c1oc2ccccc2c1NC(=O)CN1CCCCC1 | -0.5 | -0.8 | 3.3 | -14 | 3 | -1 | -7 | 15 | -2
COc1ccccc1-n1c(SCC(=O)N(C)C)nnc1-c1ccco1 | 0.8 | -1.0 | . | -2 | . | 0 | -14 | 6 | .
COC(=O)c1c(NC(=O)CN2C(=O)NC3(CCC(C)CC3)C2=O)sc2c1CCC2 (stereo not given) | 6.5 | -1.1 | -0.4 | -3 | 1 | 3 | -2 | 10 | -5
COc1cc(C(=O)N/N=C/c2ccccn2)cc(OC)c1OC | . | -3.7 | -1.1 | 19 | -1 | -1 | 9 | 1 | -7
COc1cc(C(C)=O)ccc1OCC(O)CN1CCN(c2ccccn2)CC1 (stereo not given) | 1.0 | -0.3 | 0.7 | 1 | 0 | 5 | 2 | 8 | 6
OC(CCc1ccncc1)COc1ccccc1 (stereo not given) | -1.0 | -2.0 | -2.7 | 3 | 1 | -4 | 6 | -3 | -10
COc1ccccc1OCCNC(=O)Cc1ccc(Cl)c(Cl)c1 | . | -2.1 | -1.5 | 4 | 0 | 0 | -22 | 1 | -1
CCOc1ccc(NC(=O)CN2C(=O)CSC(C)C2=O)cc1 (stereo not given) | . | -0.2 | -0.1 | -4 | 3 | 0 | 9 | 6 | -1
Nc1ncnc2nc(SCc3ccccc3)[nH]c12 | 0.4 | -5.2 | -3.1 | 2 | 5 | -1 | -9 | -16 | 3
O=C(CSc1nnc(Nc2ccccc2)s1)NC1CCS(=O)(=O)C1 (stereo not given) | . | -1.6 | 1.2 | 1 | 3 | 1 | -1 | 12 | 1
CN(CC(=O)Nc1ccc2c(c1)OCO2)S(=O)(=O)c1cccs1 | 2.8 | 0.0 | 2.6 | 9 | 2 | -1 | 8 | 7 | -11
O=C(c1ccccc1)N1CCCc2ccccc21 | 0.8 | 0.6 | -1.3 | -6 | 3 | 1 | 0 | -4 | -2
CC(=O)c1ccc(NS(=O)(=O)c2ccc3c(c2)N(C(C)=O)CCO3)cc1 | -0.7 | -3.1 | -2.6 | 6 | 6 | 1 | -6 | 26 | .
CCOc1cc(C(=S)N2CCCC2)ccc1OCc1ccccc1 | 0.4 | -2.3 | 1.0 | 27* | -8 | 2 | -1 | 14 | .
CCCc1noc2c1/C(=N\O)CC(c1ccccc1)C2 (stereo not given) | 0.5 | -4.6 | 4.0 | 24* | 3 | -2 | 0 | -5 | -4
CC12CCC(C(=O)N/N=C/c3ccc(O)cc3)(OC1=O)C2(C)C (stereo not given) | -0.2 | -3.6 | -1.7 | -7 | 0 | 0 | -8 | 10 | -4
CC(=O)c1ccc(OCc2ccc(C(=O)c3ccccc3)cc2)cc1 | . | -3.5 | 0.4 | 1 | -2 | 0 | 4 | -3 | -7

3 entries from above in a different format.
SMILES: CCOc1cc(C(=S)N2CCCC2)ccc1OCc1ccccc1
  BioA inh = 0.4	FadD28 binding = -2.3	UGM FP inh = 1.0	PrPC surface inh = 27*	Rv3671c inh = -8	Mtb FBA inh = 2	MazEF act = -1	GDH-TPI counter = 14	BoNT F protease = .
SMILES: CCCc1noc2c1/C(=N\O)CC(c1ccccc1)C2 (stereo not given)
  BioA inh = 0.5	FadD28 binding = -4.6	UGM FP inh = 4.0	PrPC surface inh = 24*	Rv3671c inh = 3	Mtb FBA inh = -2	MazEF act = 0	GDH-TPI counter = -5	BoNT F protease = -4
SMILES: CC12CCC(C(=O)N/N=C/c3ccc(O)cc3)(OC1=O)C2(C)C (stereo not given)
  BioA inh = -0.2	FadD28 binding = -3.6	UGM FP inh = -1.7	PrPC surface inh = -7	Rv3671c inh = 0	Mtb FBA inh = 0	MazEF act = -8	GDH-TPI counter = 10	BoNT F protease = -4

The results go on:
SMILES | BioA inh | FadD28 binding | UGM FP inh | PrPC surface inh | Rv3671c inh | Mtb FBA inh | MazEF act | GDH-TPI counter | BoNT F protease
CCOC(=O)C1=C(CC)Nc2ccccc2N=C1NC(=O)c1oc2ccccc2c1C | . | -2.6 | 3.0 | 13 | -23 | -1 | -5 | 7 | 0
Cn1cnnc1SCC(=O)Nc1ccccc1Sc1ccccc1 | 0.8 | -1.4 | 0.8 | 4 | -5 | -2 | 5 | 3 | 0
O=C(COc1cc(F)ccc1[N+](=O)[O-])Nc1cccc(Br)c1 | -0.2 | -3.6 | 2.8 | 8 | 4 | 1 | 3 | 6 | 1
CCCC(=O)Nc1c(-c2ccccc2)c(=O)c(C)nn1-c1ccc(C)cc1 | -1.5 | -1.3 | 0.7 | -3 | -1 | 3 | 2 | -6 | 0
C/C(=N\NC(=O)c1cccc([N+](=O)[O-])c1)c1cccnc1 | 0.7 | -1.1 | 0.6 | -8 | 1 | 0 | 13 | 4 | -12
